INS-1E GSIS act – GLuc luminescence reporter in INS-1E cells, primary screen for activators of glucose-dependent secretion of insulin. activation, % at 16.6 µM. INS-1E GLuc reporter insulin secretion, 2-3 h. AID 743287. hit rate 0.61% among 370,000;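 active means lowest replicate activation of at least 40%, so every replicate reaches that level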;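 further: 0% = median of neutral control wells and 100% = median of IBMX positive control wells; some compounds called inactive have numbers as strong as hits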
PGC1a acetyl inh – modulators of PGC1a acetylation; inhibition, % at 15.6 µM; AID 651687; U2OS PGC1a acetylation, AlphaScreen anti-acetyl-lysine; with virally co-expressed GCN5 acetyltransferase; hit rate 0.17% among 350,000;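 active means every replicate shows inhibition of at least 40%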;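 further: 0% = neutral control wells and 100% = positive control wells; some results beyond the cut were filed as inactive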
Cneo AK release – Cryptococcus neoformans lysis via adenylate kinase release; hit rate 0.2% among 360,000; lysis activity, % at 15 µM; C. neoformans lysis, adenylate kinase release luminescence, 4 h; normalised: neutral wells 0, clomiphene wells 100;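 active means mean lysis activity across replicates of at least 80%, whatever share of replicates individually reach that level; inactive means mean lysis activity below 80%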
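Material: C. neoformans cells; Schedule: 4 h static compound exposure, 37 °C, read 1 h post-reagent; Measured by: adenylate kinase release luminescence; Read-out: signal increase indicating cell lysis; Controls: Clomiphene as positive lysis control.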
miR122 inh – blocks miR-122 activity in Huh7 sensor cells | Huh7 miR-122 Renilla luciferase sensor, 48 h; neutral wells = 0, positive control = 100 | activation (reporter increase), % at 12.5 µM | hit rate 0.3% among 340,000;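 active means mean replicate activation score at least 90 and every replicate individually at or above 90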;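 further: higher luciferase means less miR-122 activity so hits act as miR-122 inhibitors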
C2C12 statin – protects C2C12 myotubes from simvastatin toxicity; hit rate 0.78% among 330,000; rescue of ATP level, % at 7.49 µM; ATP luminescence, 48 h; scaled: DMSO 0, geranylgeraniol control 100;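 active means mean ATP rescue above about 67%, or every replicate alone reaching that limit, limit read from the data, passing the limit was not always enough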;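 further: myotubes were challenged with 10 µM simvastatin during compound exposure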
F508del corr – CFTR F508del correction in bronchial cells. CFBE cells, YFP halide quenching; stimulated with forskolin plus potentiator P3; % fluorescence drop versus neutral controls. activity (quench increase), % at 7.58 µM. hit rate 0.36% among 350,000. AID 720511;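 active means mean added fluorescence quench of at least 8% versus neutral control, with both replicates also reaching 8%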;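 further: cells transiently co-express mutant CFTR-F508del with the halide-sensitive YFP; corrector assay measuring rescue of mutant channel to the surface after 24 h compound exposure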
PglD DTNB – inhibitors of Campylobacter jejuni PglD acetyltransferase. inhibition, % at 12.5 µM. purified PglD enzyme, DTNB colorimetric CoA detection. AID 602405. hit rate 0.098% among 360,000; in the data active means inhibition above about 16%, passing the limit was not always enough; further: strong numbers were not always called active
FN deposition inh – fibronectin deposition inhibition; AH1F fibroblasts, Alexa488-fibronectin deposition fluorescence, overnight; inhibition, % at 12.6 µM; hit rate 0.086% among 350,000;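 active means mean inhibition across replicates of 30% or more, regardless of how many single replicates reach that level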;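 further: positive control wells lacked labelled fibronectin entirely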
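test system = AH1F fibroblasts assembling fluorescent fibronectin matrix | quantity = 10000 AH1F cells per well | buffer or medium = DMEM plus 2% serum, read in PBS | doses = single dose, pinned | incubation = 1 h cell attachment, overnight exposure to compound and label | detection = fluorescence at 485 nm excitation, 525 nm emission | read-out basis = inhibition from reduced deposited-fibronectin fluorescence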
An asterisk follows results filed as active; nt = no result given; & = joins results of further samples; [ ] = remark or other dose. Compounds as they come; any-hit rate near 2.1%.

SMILES	INS-1E GSIS act	PGC1a acetyl inh	Cneo AK release	miR122 inh	C2C12 statin	F508del corr	PglD DTNB	FN deposition inh
COc1ccc(S(=O)(=O)N2CCCCC2)cc1NC(=O)c1ccc(OC)c(OC)c1	-5	nt	-1	nt	42	2.6	8	-6
Cc1ccc(NC(=O)C(NCc2ccccn2)c2ccccc2)cc1 (stereo unspecified)	0	-22	nt	3	nt	-1.8	nt	-12
O=C1CCCCC1C(Nc1ccc(Cl)cc1)c1ccccc1 (stereo unspecified)	5	4	1	1	10	nt	3	nt
C=CCN1CCN(C(=O)CCc2ccccc2)CC1	-12	3	0	-3	-11	-4.2	-4	-3
O=S(=O)(N[C@H]1CC[C@H](CCn2cc(-c3cccc(F)c3)nn2)O[C@@H]1CO)c1ccc(F)cc1	-25	17	-6	nt	6	1.4	1	-15
COc1ccc(C(=O)NC(C)C2CC3CCC2C3)cc1 (stereo unspecified)	-6	13	1	4	-1	-1.6	1	4
COc1ccc(N(C(=O)CNC(=O)c2ccco2)C(C(=O)NC2CCCCC2)c2ccco2)cc1 (stereo unspecified)	nt	-7	45	1	nt	nt	1	nt
Cc1ccccc1NC(=O)c1cccc(Cn2cc(Br)c([N+](=O)[O-])n2)c1	nt	7	6	1	13	nt	-2	-17
CCn1c(SCc2nnc(-c3ccccc3)o2)nnc1-c1ccc(S(=O)(=O)N2CCCC2)cc1	-22	-6	0	2	-5	nt	3	1
O=C(Nc1ccccc1F)N1C[C@@H]2[C@H](c3ccccc31)[C@@H](CO)N2C(=O)c1ccccc1F	1	-7	-6	50[16.7 µM]	-12	0.7	-2	nt
COc1ccc(/C=C/C(=O)OCC(=O)c2ccc(S(=O)(=O)N3CCCCC3)cc2)cc1OC	13	9	0	-2	2	0.8	2	-5
CC(=O)C1=C(O)C(=O)N(Cc2ccccc2)C1c1cccs1 (stereo unspecified)	nt	4	-3	-3	-45	nt	5	0
CCCn1c(=O)c(C(=O)NNC(=O)Cc2ccccc2)c(O)c2ccccc21	16	6	-5	2	-12	1.3	-1	-8
N/C(COc1ccc(F)cc1)=N\NC(=O)c1cccnc1Oc1ccccc1	nt	-3	0	1	24	nt	10	0
COc1cc(SC)ccc1C(=O)N1CCc2ccccc21	12	7	1	7	1	-7.3	0	-1
C[C@H](CO)N1C[C@H](C)[C@@H](CN(C)S(=O)(=O)c2ccc(F)cc2)Oc2c(NC(=O)c3ccncc3)cccc2C1=O	16&-6	3	0&6	-5[16.7 µM]	-26&10	0.5&2.6	1&3	11
CCN1CCN(C(=O)CN2C(=O)COc3ccc(C)cc32)CC1	14	nt	3	nt	3	-1.7	5	3
CN1CCN(c2cc(CNC[C@H]3O[C@@H](n4cnc5c(=O)[nH]c(N)nc54)[C@H](O)[C@@H]3O)ccc2F)CC1	nt	5	-1	-7	8	-1.6	3	2
Cc1cc(C)c2c(-n3cccc3)nn(C)c2n1	nt	6	-2	1	-8	nt	-1	nt
Cc1ccc2[nH]c(=O)c(CN(CCO)Cc3nnnn3CCc3ccccc3)cc2c1	nt	-19	-2	5	-6	nt	6	nt

One compound at a time (already shown). Order of screens: INS-1E GSIS act, PGC1a acetyl inh, Cneo AK release, miR122 inh, C2C12 statin, F508del corr, PglD DTNB, FN deposition inh
O=C(Nc1ccccc1F)N1C[C@@H]2[C@H](c3ccccc31)[C@@H](CO)N2C(=O)c1ccccc1F as listed: 1, -7, -6, 50[16.7 µM], -12, 0.7, -2, nt
Cc1cc(C)c2c(-n3cccc3)nn(C)c2n1 as listed: nt, 6, -2, 1, -8, nt, -1, nt
COc1ccc(S(=O)(=O)N2CCCCC2)cc1NC(=O)c1ccc(OC)c(OC)c1 as listed: -5, nt, -1, nt, 42, 2.6, 8, -6
CCCn1c(=O)c(C(=O)NNC(=O)Cc2ccccc2)c(O)c2ccccc21 as listed: 16, 6, -5, 2, -12, 1.3, -1, -8

Next part
SMILES	INS-1E GSIS act	PGC1a acetyl inh	Cneo AK release	miR122 inh	C2C12 statin	F508del corr	PglD DTNB	FN deposition inh
C[C@@H]1CN([C@H](C)CO)C(=O)c2cc(NC(=O)CCCN(C)C)ccc2O[C@@H](C)CCCCO[C@@H]1CN(C)C(=O)NC1CCCCC1	18	-1	-2	3[16.7 µM]	nt	-1.1	-2	-10
COc1ccccc1CNC(=O)CCN1C(=O)c2ccccc2C1=O	-9	nt	4	nt	-9	-0.2	2	4
COc1cc(-c2coc3c(C(=O)Nc4ccc(C(C)C)cc4)cccc23)ccc1O	8	-7	-4	16	-35	1.3	0	-2
C[C@H]1CN([C@@H](C)CO)C(=O)c2cc(C#CC3CCCCC3)cnc2O[C@H]1CN(C)C	6	-4	nt	-4[16.7 µM]	-12	-0.3	nt	-1
COc1ccc(C(=O)NN2C(=O)C3CCC(C)(C2=O)C3(C)C)cc1 (stereo unspecified)	0	7	0	0	-6	nt	4	nt
Cc1ccc(C(=O)N2CCC(N3CCC(C(=O)N4CCOCC4)CC3)CC2)cc1	nt	1	2	-2	2	1.7	1	6
COc1cccc(CC(NC(C)=O)C(=O)NC2CCN(S(=O)(=O)c3ccc(F)cc3)CC2)c1OC (stereo unspecified)	-14	9	2	0	0	-0.6	6	7
COc1ccc(-c2c(C#N)c(SCC(N)=O)nc3c2CCCC3)cc1	-1	-4	-1	15	-3	nt	-3	-15
COc1ccccc1C(CNC(=O)c1ccc(NS(=O)(=O)c2ccc(F)c(C)c2)cc1)N1CCCC1 (stereo unspecified)	-15	nt	3	nt	-2	2.2	4	8
CC(NCc1cc(Br)ccc1OCC(N)=O)C12CC3CC(CC(C3)C1)C2 (stereo unspecified)	-5	-1	3	19	-7	1.8	-3	-2
O=C(CCSc1ccccc1)Nc1ccc(S(=O)(=O)N2CCOCC2)cc1	nt	2	-2	-2	4	nt	-4	4
Cc1csc(SCc2ccccc2C(=O)O)n1	nt	5	0	1	1	nt	1	9
Nc1ccn([C@@H]2O[C@H](C(=O)N[C@H]3c4ccccc4C[C@H]3O)[C@@H](O)[C@H]2O)c(=O)n1	4	1	-1	1	4	-2.2	2	-7
O=C1Nc2ccccc2C(O)(C(=O)NC2CC2)N1c1ccc(Cl)c(Cl)c1 (stereo unspecified)	45	-2	1	-1	nt	nt	-2	6
CN1C(=O)c2cc(NC(=O)c3cccc(C#N)c3)ccc2OC[C@H]2O[C@@H](CC(=O)NCCN3CCCC3)CC[C@@H]21	2	7	4	-18[16.7 µM]	-9	-0.7	-4	-22
Cc1ccccc1NC(=S)NCc1ccc2c(c1)cc(C)n2C	-31	2	11	-3	-51	4.7	-1	-5
Cc1noc(C)c1NC(=O)N(C)C[C@H]1OCCCC[C@H](C)Oc2ccc(NC(=O)Cc3ccccc3)cc2C(=O)N([C@H](C)CO)C[C@@H]1C	4	0	-1	1[16.7 µM]	nt	1.2	2	nt
C[C@@H]1CN([C@@H](C)CO)C(=O)c2cc(C#C[C@@H](C)O)cnc2O[C@@H]1CN(C)Cc1cccc(C(=O)O)c1	21	0	-2	6[16.7 µM]	5	2.3	2	nt
C[C@@H]1CN([C@@H](C)CO)S(=O)(=O)c2ccc(-c3cccnc3)cc2O[C@H]1CN(C)C(=O)CC1CC1	-5	-1	4	4[16.7 µM]	-2	-1.8	-1	nt
CCOC(=O)c1cnc2ccc(OCC)cc2c1N1CCN(C)CC1	11	-14	2	-1	23	nt	3	nt
CCOC(=O)N1CCC(NC(=O)Cn2c3c(c(-c4ccccc4Cl)cc2=O)CCC3)CC1	nt	8	-2	4	-13	-2.8	-2	-7
Cc1ccc(-c2[nH][nH]c(=O)c(=O)c2N=Nc2ccccc2)cc1	6	0	4	-4	211*	0.3	0	0
NC(=O)C1CCN(CC(=O)c2c[nH]c3ccc(F)cc23)CC1	3	3	nt	-1	nt	nt	nt	12
COc1ccc(Cc2nc3ccc(C(=O)N4C[C@@H](C)O[C@@H](C)C4)cc3o2)cc1OC	-2	4	2	-6	0	2.2	0	5
COc1ccc(NC(=O)N2CCCCN3[C@H](CO)[C@@H](c4ccc(C#Cc5ccccn5)cc4)[C@@H]3C2)cc1	-48	1	-1	2[16.7 µM]	-19	-0.3	2	nt
Cc1onc(-c2ccccc2Cl)c1C(=O)NC(C)c1ccccc1 (stereo unspecified)	nt	-14	2	0	8	-0.6	1	-3
C/C=C/c1cnc2c(c1)C(=O)N([C@H](C)CO)C[C@@H](C)[C@@H](CN(C)C(=O)Nc1ccc(F)cc1)O2	9	8	1	11[16.7 µM]	4	4.3	4	6
CCN1CCN(c2ccc(S(=O)(=O)N3CCCCC3)cc2NC(=O)COc2ccc(F)cc2Cl)CC1	-28	nt	8	-9	2	1.8	1	0
COc1ccc(/C=N/N2C(=O)C3C4C=CC(C4)C3C2=O)cc1[N+](=O)[O-] (stereo unspecified)	-2	-1	-1	-1	3	0.1	-4	-1
N#Cc1ccc(-c2ccc(Cl)cc2)nc1Oc1ccc(F)cc1	nt	nt	-4	-7	-7	nt	1	-1
Cc1ccccc1C(=O)OCC(=O)NCC1COc2ccccc2O1 (stereo unspecified)	-10	3	1	-7	-12	-0.6	-4	nt
CCC(C)NS(=O)(=O)c1ccc(S(=O)(=O)N2CCCC3(CCCCC3)C2)cc1 (stereo unspecified)	-49	-11	-1	-3	21	nt	-4	nt
S=C(Nc1cccnc1)NC1CC2CCC1C2 (stereo unspecified)	-7	-3	1	-2	-12	-1.2	-3	0
COC(C[C@@H](O)C[C@@H](O)[C@@H](C)OCc1ccccc1)OC	nt	2	-1	-4	nt	1.1	-2	-2
CC(C)c1ccc(NC(=O)CCNC(=O)Cn2cnc3ccccc3c2=O)cc1	16	nt	-3	nt	5	1.5	1	3
COc1ccc(C(=O)NNC(=O)CSc2nnc(COc3ccccc3)n2C)cc1	nt	-9	-1	-1	0	nt	-5	nt
C[C@@H]1CN([C@H](C)CO)C(=O)c2cc(NC(=O)Nc3cccc4ccccc34)ccc2O[C@@H]1CN(C)C(=O)NC1CCCCC1	-12	-12	4	-2[16.7 µM]	18	0.0	1	7
CCOc1ccccc1NC(=O)COC(=O)/C=C/c1cccs1	10	2	0	-6	0	-1.3	-1	5
COC(=O)CSc1nc(N)nc(C)c1Cl	14	2	nt	23	nt	1.4	nt	-7
COc1ncnc2c1ncn2CCCNCCCN1CCCC1=O	2	nt	-1	0	3	-0.6	-3	8
CCCC(=O)Nc1c2c(nn1-c1ccc(OC)cc1)CS(=O)(=O)C2	14	11	-3	-3	-11	nt	2	nt
C[C@H](CO)N1C[C@H](C)[C@H](CN(C)Cc2ccc(C(F)(F)F)cc2)Oc2ccc(NC(=O)NC3CCCCC3)cc2C1=O	-17	5	-2	-4[16.7 µM]	-131	3.6	-2	nt
CCCN1C[C@@H](C)[C@@H](OC)CN(C)C(=O)c2cc(NC(=O)Nc3cccc(OC)c3)ccc2OC[C@H]1C	-7	9	nt	24[16.7 µM]	22	-0.8	nt	-5
COc1cccc2cc(-c3nnc(SCC(=O)Nc4ccc(NC(C)=O)cc4)n3C)oc12	15	nt	2	0	-9	3.3	6	-4
CCCn1c(SCC(=O)Nc2ccccc2N2CCOCC2)nc2c1c(=O)n(C)c(=O)n2C	nt	0	0	-11	-3	nt	-3	nt
CC(=O)c1sc(N)nc1C	11&1	2	4&1	-1	9&-6	0.1&1.1	4&1	1&-1
O=C(CCn1nnc2ccccc21)OCC(=O)c1ccc(F)cc1	12	1	nt	-1	7	0.8	nt	4
